Assay outcomes (PubChem BioAssay)
NOD2 RIPK2 PPI: NOD2-RIPK2 protein interaction inhibition; O43353; CHO BLA complementation NOD2-RIPK2, CCF4 ratio; inhibition, % at 4.98 µM; actives 0.38% (n = 360,000); AID 624267; in the data active = inhibition above about 21%;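 also: 0% = vehicle only and 100% = reference blocker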
SRC1 inh: inhibits human SRC1 coactivator; inhibition, % at 3.6 µM; actives 0.12% (n = 360,000); AID 588354; HEK293 GAL4-SRC1 luciferase reporter, luminescence; Q15788;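 active = inhibition above the campaign mean plus 3 SD, with each screening campaign given its own cutoff, cut at about 60% in these data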;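 also: 0% = DMSO treated cells and 100% = gossypol at 36 µM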
ABHD5 PLIN5 PPI: inhibitors of human ABHD5-perilipin-5 interaction; Split G. princeps luciferase complementation, luminescence, 4 h; actives 0.78% (n = 360,000); AID 602281; Q00G26+Q8WTS1; inhibition, % at 4 µM;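 active = inhibition above the mean inhibition across every tested compound plus 3 SD, cut at about 22% in these data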;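 also: 0% = DMSO only wells and the 100% control is not disclosed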
MC4R barr agon: human MC4R agonism via beta-arrestin. actives 0.98% (n = 360,000). U2OS MC4R beta-arrestin complementation, luminescence; percent of melanotan II response, DMSO zero. P32245. activation, % at 8.9 µM;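 active = activation above a per-plate cutoff, the mean activation of sample wells on that plate plus 3 SD, cut at about 8% in these data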
MC4R antag cAMP: blocks human MC4R cAMP signaling. inhibition, % at 6.5 µM. actives 0.48% (n = 360,000). P32245. MC4R-expressing cells, MTII-stimulated cAMP, LANCE TR-FRET;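 active = inhibition above its plate's cutoff, the mean of tested wells on that plate plus 3 SD, cut at about 29% in these data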;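 also: 0% = Melanotan II alone and 100% = Melanotan II plus saturating MCL0020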
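Assay system: U2OS-MC4R stable cell line; Also added: Melanotan II; Technique: Eu-cAMP/anti-cAMP TR-FRET, emission 671 nm; Times: 30-min compound, 1-h challenge, 1-h detection, room temperature.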
LRH-1 inv ag: NR5A2 inverse agonism in reporter assay; HEK293T StAR-luciferase reporter, LRH-1 transfected, 24 h; actives 0.13% (n = 360,000); O00482; inhibition, % at 3.6 µM; AID 602396;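 active = inhibition above the mean inhibition of all tested compounds plus 3 SD, cut at about 73% in these data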;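 also: 0% = DMSO wells and 100% = reporter-only cells lacking LRH-1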
NCOA2 inhibitor: human SRC2 (NCOA2) inhibition; HEK293 GAL4-SRC2 luciferase reporter, luminescence; inhibition, % at 9 µM; actives 0.17% (n = 370,000); AID 651957; Q15596;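 active = inhibition above the mean inhibition of all tested compounds plus 3 SD, set per campaign, cut at about 52% in these data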;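 also: 0% = DMSO treated cells and 100% = cells given Gossypol at 36 µM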
Target sequence (Q15596 whole entry, looked up, the tested form may be a part): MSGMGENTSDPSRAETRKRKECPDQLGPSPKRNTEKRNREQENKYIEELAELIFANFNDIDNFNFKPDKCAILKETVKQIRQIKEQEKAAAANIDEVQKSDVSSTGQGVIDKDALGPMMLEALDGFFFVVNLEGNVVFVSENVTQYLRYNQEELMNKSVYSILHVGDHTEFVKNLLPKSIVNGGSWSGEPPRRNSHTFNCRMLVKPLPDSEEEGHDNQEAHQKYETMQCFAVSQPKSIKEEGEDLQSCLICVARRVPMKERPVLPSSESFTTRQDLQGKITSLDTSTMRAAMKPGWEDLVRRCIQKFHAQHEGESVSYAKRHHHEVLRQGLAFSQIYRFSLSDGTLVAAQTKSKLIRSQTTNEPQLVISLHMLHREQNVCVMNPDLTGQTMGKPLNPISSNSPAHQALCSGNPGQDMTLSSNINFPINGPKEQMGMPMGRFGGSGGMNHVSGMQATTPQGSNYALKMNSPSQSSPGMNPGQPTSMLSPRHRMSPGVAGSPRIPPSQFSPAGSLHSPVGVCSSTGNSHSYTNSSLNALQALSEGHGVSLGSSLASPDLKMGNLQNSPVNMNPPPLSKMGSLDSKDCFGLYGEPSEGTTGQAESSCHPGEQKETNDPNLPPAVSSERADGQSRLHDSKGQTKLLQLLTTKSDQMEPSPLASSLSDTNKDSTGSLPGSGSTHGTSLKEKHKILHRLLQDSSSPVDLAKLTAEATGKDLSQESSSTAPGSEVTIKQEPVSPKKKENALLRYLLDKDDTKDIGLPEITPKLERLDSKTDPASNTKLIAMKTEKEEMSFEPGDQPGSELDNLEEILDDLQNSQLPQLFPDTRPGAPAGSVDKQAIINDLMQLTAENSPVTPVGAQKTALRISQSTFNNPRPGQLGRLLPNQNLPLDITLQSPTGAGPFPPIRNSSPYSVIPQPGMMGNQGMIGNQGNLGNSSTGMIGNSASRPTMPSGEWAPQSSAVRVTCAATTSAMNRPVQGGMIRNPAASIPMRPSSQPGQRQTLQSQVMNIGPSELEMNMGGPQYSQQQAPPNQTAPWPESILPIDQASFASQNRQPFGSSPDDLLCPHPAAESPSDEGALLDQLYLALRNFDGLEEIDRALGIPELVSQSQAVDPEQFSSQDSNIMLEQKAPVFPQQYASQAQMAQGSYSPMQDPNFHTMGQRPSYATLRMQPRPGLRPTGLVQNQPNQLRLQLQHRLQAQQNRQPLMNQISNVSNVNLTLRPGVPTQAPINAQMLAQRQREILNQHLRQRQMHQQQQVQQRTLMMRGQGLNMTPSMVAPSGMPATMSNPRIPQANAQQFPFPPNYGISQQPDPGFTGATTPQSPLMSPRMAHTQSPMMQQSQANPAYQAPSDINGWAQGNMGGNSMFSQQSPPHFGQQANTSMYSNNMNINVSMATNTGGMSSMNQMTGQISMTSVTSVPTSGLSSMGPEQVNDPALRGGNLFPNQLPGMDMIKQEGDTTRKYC
TLR9-MyD88 inh: TLR9-MyD88 interaction inhibition; Q9NR96+Q99836; CHO BLA complementation TLR9-MyD88, CCF4 FRET ratio; inhibition, % at 4.98 µM; actives 0.21% (n = 340,000); AID 504734;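 active = inhibition above the mean over all tested compounds plus 3 SD, cut at about 21% in these data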;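 also: 0% = DMSO only wells and 100% = clavulanate BLA inhibitor control wells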
LMP1 NFkB inh: inhibitors of Epstein-Barr LMP1-induced NF-kappaB reporter; LMP1-induced NF-kappaB luciferase reporter cells, luminescence; inhibition, % at 12.5 µM; actives 0.69% (n = 350,000); AID 504558; in the data active = inhibition above about 41%;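 also: 0% = neutral control wells and 100% = reference inhibitor control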
COUP-TFII inh: blocks human COUP-TFII nuclear receptor | inhibition, % at 8.6 µM | HEK293T NGFI-A luciferase reporter, luminescence | P24468 | actives 0.7% (n = 370,000);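 active = inhibition above a per-plate cutoff, mean inhibition of test wells between control levels plus 3 SD, cut at about 38% in these data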;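 also: cells cotransfected with COUP-TFII expression vector driving the NGFI-A reporter; 0% = median of COUP-TF2 test wells and 100% = reporter-only cells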
SRC3 inh: inhibitors of human steroid receptor coactivator 3 (SRC3); Q9Y6Q9; HEK293 GAL4-SRC3 luciferase reporter, luminescence; inhibition, % at 3.6 µM; actives 0.17% (n = 360,000); AID 588352;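 active = inhibition above a per-campaign cutoff, the mean of all compounds plus 3 SD, cut at about 60% in these data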;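 also: 0% = DMSO-treated cells and 100% = gossypol-treated cells at 36 µM; higher means less SRC3-driven luciferase light from the GAL4 reporter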
* marks the source's active call; other numbers are inactive results; nt = no result given.

SMILES	NOD2 RIPK2 PPI	SRC1 inh	ABHD5 PLIN5 PPI	MC4R barr agon	MC4R antag cAMP	LRH-1 inv ag	NCOA2 inhibitor	TLR9-MyD88 inh	LMP1 NFkB inh	COUP-TFII inh	SRC3 inh
Cc1cc(C)c2nc(NNC(=O)c3cc(=O)c4ccccc4o3)sc2c1	5	-2	-1	-1.8	0	-4	-9	5	-7	-6	-27
O=C(Nc1cccc2ccccc12)N1CCN(c2ccc(F)cc2)CC1	9	-3	11	1.8	0	6	-7	-20	7	9	0
O=S(=O)(c1cccc(-c2nc3n(n2)Cc2ccccc2-3)c1)N1CCCCC1	-2	5	3	-1.9	3	-4	-7	-5	1	-7	0
O=C(c1ccncc1)c1ccc(NS(=O)(=O)c2ccc(Br)s2)cc1	7	9	3	1.0	12	-4	16	3	5	1	18
COc1ccc(OC)c(CNC(=O)c2coc(=O)c3ccccc23)c1	-3	9	-5	-0.7	-6	6	11	-1	-4	-13	-2
Cc1cc2cc(CN(Cc3ccc4c(c3)OCO4)Cc3nnnn3C3CCCC3)c(=O)[nH]c2cc1C	0	-2	-2	-1.4	7	9	-5	-3	8	4	4
CC(=O)OC(C)[C@H]1CC[C@H]2[C@@H]3CC[C@H]4C[C@@H](OC(C)=O)CC[C@]4(C)C3=CC[C@]12C (stereo not given in full)	-12	-12	8	1.6	-6	1	2	-2	5	-3	-2
COC(=O)c1sc2ncn(-n3c(C)ccc3C)c(=O)c2c1C	3	-12	-2	1.3	16	4	-16	-2	4	11	-4
COc1ccc(OCCSc2ccc(S(=O)(=O)N3CCCC3)cn2)cc1	-3	-6	-4	-0.2	12	6	11	-1	7	3	21
O=C(CNc1cccc([N+](=O)[O-])c1)N/N=C/c1ccc([N+](=O)[O-])o1	-3	-19	-1	-2.9	-7	15	-2	-15	-11	16	34
O=C(CN1CCN(S(=O)(=O)c2ccc(C(F)(F)F)cc2)CC1)N1CCNC1=O	-12	-2	1	-2.2	-1	18	3	0	-4	-6	7
CC12CCC3c4ccc(O)cc4CCC3C1CCC2=O (stereo not given)	-11	4	-2	-0.6	-2	7	0	-16	6	-9	-2
Cc1cnc(C(=O)Nc2cc(F)ccc2C)cn1	-2	2	6	-2.1	-13	-23	15	-6	-17	3	3
CNCCCOc1ccc2c(c1)CCC2	2	-20	5	-1.4	-9	-13	-14	1	-4	-30	-8
COc1ccc(N(C)S(=O)(=O)c2cccc(C(=O)Nc3nnc(C)s3)c2)cc1	7	-9	2	-1.8	6	20	2	-15	-1	7	27
Cc1ccsc1C(=O)N(Cc1nnc(-c2ccccc2Cl)o1)C1CC1	-4	-32	1	-2.2	-1	-7	-8	-2	-5	-23	2
CCCCc1ccc(NS(=O)(=O)c2cccc(C(=O)N3CCNC(=O)C3)c2)cc1	-10	-3	-6	-1.4	0	26	6	4	1	8	-15
N#C/C(=C\c1ccc[nH]1)C(=O)NCC1CCCO1 (stereo not given)	9	-21	-2	-0.7	-4	-11	4	-3	-2	1	10
Cc1[nH]oc(=O)c1N=Nc1ccc2[nH]c(=O)[nH]c2c1	-7	-4	-12	-1.7	-32	-24	-23	2	0	-15	11
Oc1ccc2ccccc2c1C=NCc1cn2ccsc2n1	-9	11	-19	-0.1	8	30	10	-5	-1	-12	-1
C/C(Cl)=C/CSc1nc2c(c(=O)[nH]c(=O)n2C)n1C(C)C	-13	-8	-1	0.6	7	0	20	-3	-5	-7	7
CCN(CC(=O)Nc1ccc(NC(C)=O)cc1)C(=O)/C=C/c1cn(-c2ccccc2)nc1-c1ccc(F)cc1	1	1	1	8.4*	1	1	-26	5	0	-1	-10
O=C(NC(=S)NC(CO)c1ccccc1)c1ccc(F)cc1 (stereo not given)	-20	7	1	1.6	13	-21	4	-14	-12	3	-1
COc1cccc(CNC(=O)[C@H](C)NC(=O)C2CCN(S(=O)(=O)c3ccccc3)CC2)c1	8	5	4	-1.5	16	-6	19	-6	-2	8	-9
O=S(=O)(c1ccc(Br)c2nsnc12)N1CCOCC1	56*	7	0	-2.1	30*	-4	-20	27*	-2	-4	7
CCCN(CC1CC1)C(=O)CSc1ncnc2sccc12	1	-4	-2	-0.9	15	-17	5	0	-8	7	12
Cc1ccnc2nc(C(=O)OCCOc3ccc(F)cc3)nn12	-10	5	0	-1.9	9	-4	-18	1	8	-10	23
Clc1cc(-c2ccccc2)nc(-c2ccccc2)n1	-6	1	-7	-0.7	30*	11	-7	-6	0	13	15
Cc1cc(C(=O)NNc2ccc(C)c(C)c2)no1	-8	-13	5	0.4	-1	-23	0	2	-15	-13	-23
Cc1cc(O)cc2c1C(=O)/C(=C/c1ccco1)O2	11	-10	3	-2.0	-4	-36	-92	8	-18	1	-51
O=C(Nc1ccc(Cl)cn1)c1cccc(F)c1	-8	-98	-4	-2.7	-16	-91	-61	-1	-16	-46	-74
C/C(=N/NC(=O)CNC(=O)c1cccs1)c1ccc(Cl)cc1	-6	-8	-3	0.2	-6	8	-35	7	-2	10	2
O=c1[nH]ncc(NCCc2ccccc2)c1Cl	-5	-18	2	1.7	-3	-18	-23	24*	0	-13	3
O=C(NCc1ccccn1)C(=O)NCC1OCCN1S(=O)(=O)c1ccc([N+](=O)[O-])cc1 (stereo not given)	2	-12	-4	-0.5	-3	8	-8	7	-2	-10	12
O=C(CCNC(=O)c1ccccc1Cl)Nc1ccc2c(c1)OCCO2	-10	0	5	-1.1	12	-11	-13	5	-7	-23	-30
Cc1ccccc1CNC(=O)Cn1cnc(S(=O)(=O)N2CCCC2)c1	3	17	-8	0.1	7	-8	-13	-11	2	6	-20
NC(=O)c1ccccc1N(Cc1ccccc1)S(=O)(=O)c1ccccc1	2	-6	-3	-2.0	1	-3	-12	-9	-2	9	-15
COc1ccc(S(=O)(=O)N2CCC[C@H]2C(=O)NC2=NCCS2)cc1	-3	6	-2	0.9	-2	-7	2	-5	10	12	-14
COc1ccc(NC(=O)c2ccccc2NC(=O)c2ccccc2C(=O)O)c(OC)c1	8	-63	-6	-2.7	-1	-59	-65	5	4	-11	-38
Cc1ccc(C)c2[nH]c(=O)c(C(c3nnnn3CCc3ccccc3)N3CCOCC3)cc12 (stereo not given)	-5	2	3	0.4	-2	0	-5	-3	3	-6	-3
Cc1ccc(S(=O)(=O)N2CCC(C(=O)OCC(=O)N(C)c3ccccc3)CC2)cc1C	4	6	-1	-3.8	7	7	2	5	-7	-7	-11
CC1Oc2ccccc2N(CC(=O)c2ccc(F)cc2)C1=O (stereo not given)	-8	-2	0	-1.4	0	-6	-27	12	3	9	-10
COc1cc(C(C)=O)ccc1OCC(O)Cn1nc(C)c(Br)c1C (stereo not given)	5	-30	8	0.0	15	-13	0	-4	62*	-8	4
O=S(=O)(c1ccc2ccccc2c1)N1CCN(C(=S)Nc2ccccc2F)CC1	-7	-12	-2	-0.5	10	8	8	-5	-1	-5	5
COc1cc2c(cc1OC)C1(Nc3c-2c(Cc2ccccc2)nn3-c2ccccc2)C(=O)Nc2ccccc21 (stereo not given)	-3	-13	-1	-1.1	-4	-24	-1	6	7	-15	-20
Cc1ccc(S(=O)(=O)N2CCCCC2)cc1NC(=O)[C@@H]1CCCN1C(=O)c1cccs1	5	-2	-2	-1.4	8	-4	2	5	3	12	3
BrC(=C\c1ccccc1)/C=N/Nc1nc2ccccc2[nH]1	-1	-21	0	-0.1	17	-41	-21	5	-19	-39	-35
C[C@H]1NS(=O)(=O)c2ccc(Br)cc2O[C@H]1c1ccccc1	-11	-2	-17	3.3	11	-1	11	0	-3	6	-26
Cc1nc2sc(C#N)c(N)c2c2c1CCCC2	-11	12	0	-1.9	-12	4	23	-14	5	-7	6
CN(C(=O)COc1ccccc1C(=O)NCCc1ccccc1)c1ccccc1	-6	-33	3	-0.2	0	-77	-38	-12	-11	-6	-10
CCOC(=O)c1cc(NC(=O)c2cnccn2)cc(C(=O)OCC)c1	-5	5	-2	-3.4	1	15	-25	0	4	11	21
CCN(CC)S(=O)(=O)c1ccc(N2CCOCC2)c(NC(=O)CC(C)(C)C)c1	1	13	-5	1.3	3	-13	1	1	-4	13	-1
COc1ccc(C2OC(CCc3ccccc3)Cc3[nH]c(=S)[nH]c(=O)c32)cc1 (stereo not given)	3	nt	-6	nt	nt	-5	2	nt	nt	7	nt
Clc1ccc(/C=N\Nc2ccccc2)cc1	3	-31	4	1.1	7	11	-3	-5	-12	-17	-20
CCc1noc(N)c1C(=O)Nc1ccc(F)c(Cl)c1	0	-17	1	-0.7	18	6	-21	8	-1	-26	5
N#CCc1nn(-c2ccccc2)c(N)c1C#N	-2	-4	6	-0.5	-2	3	-33	-9	6	-1	4
Cc1nn(-c2ccccc2)c(Cl)c1CN(C(=O)CCl)c1cccc2ccccc12	10	5	7	5.1	25	-20	33	-11	-4	7	25
CCN(C(=O)CSc1nnnn1-c1ccc(Cl)cc1)C1CCS(=O)(=O)C1 (stereo not given)	-14	7	12	-1.0	1	21	8	10	-1	-8	4
C=CCNc1oc(-c2ccc(OCC)cc2)nc1C#N	-6	-14	-1	2.9	12	-21	-49	-3	8	-21	-5
Cc1ccc(N2CC(C(=O)NCc3ccc(C)n3C)CC2=O)cc1 (stereo not given)	0	-15	-1	-2.0	4	-4	-46	1	-10	3	-48

(list continues)
SMILES	NOD2 RIPK2 PPI	SRC1 inh	ABHD5 PLIN5 PPI	MC4R barr agon	MC4R antag cAMP	LRH-1 inv ag	NCOA2 inhibitor	TLR9-MyD88 inh	LMP1 NFkB inh	COUP-TFII inh	SRC3 inh
O=C(c1cccnc1)N1CCN(S(=O)(=O)c2ccc(F)cc2)CC1	5	-15	-3	-5.4	4	11	-14	-9	-6	-11	-2
COc1ccc(/C=C(\NC(=O)c2ccc(C)cc2)C(=O)NCC2CCCO2)cc1 (stereo not given)	-3	14	3	-1.1	-4	-4	-23	7	-16	0	20
Cc1ccccc1C(=O)Nc1nnc(S(=O)(=O)N(C)Cc2ccco2)s1	-5	-11	15	-1.2	-4	-17	-24	-2	3	-24	-10
CCSc1nnc(-c2cccc(S(=O)(=O)N(CC)CC)c2)n1Cc1ccccc1	-7	15	8	0.0	9	32	16	-2	-6	25	8

Compound profiles, from the list above. Order of screens: NOD2 RIPK2 PPI	SRC1 inh	ABHD5 PLIN5 PPI	MC4R barr agon	MC4R antag cAMP	LRH-1 inv ag	NCOA2 inhibitor	TLR9-MyD88 inh	LMP1 NFkB inh	COUP-TFII inh	SRC3 inh
Listed for `Cc1ccccc1C(=O)Nc1nnc(S(=O)(=O)N(C)Cc2ccco2)s1` → -5	-11	15	-1.2	-4	-17	-24	-2	3	-24	-10
Listed for `Cc1cc(O)cc2c1C(=O)/C(=C/c1ccco1)O2` → 11	-10	3	-2.0	-4	-36	-92	8	-18	1	-51

An excerpt; the hit share may differ from the screen's.
